Screening results from PubChem BioAssay.
GPR7 antagonist: GPR7 receptor antagonists, primary screen, cell-based, fluorescence, single concentration. Neuropeptides B/W receptor type 1 (Homo sapiens), P48145. GPR7-expressing cells, fluorescence antagonist assay. inhibition, % at 4.4 µM. actives 1.1% (n = 290,000). AID 1861, 2009; in the data active means inhibition above about 16%, passing the limit was not always enough;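 further: cells stimulated with the agonist NPW; 0% = agonist with vehicle and 100% = vehicle without agonist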
V1aR counter: agonists of human V1a receptor, primary screen, counter-screen for OXTR agonist project, fluorescence, CHO-V1R cells; actives 0.25% (n = 320,000); AID 2797, 2010; Vasopressin V1a receptor (Homo sapiens), P37288; activation, % at 3 µM; Fluo-8 calcium fluorescence, agonist mode; 0% DMSO, 100% 3 nM vasopressin;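 active means activation above the mean activation of all tested compounds plus 3 SD, per screening run, cut at about 20% in these data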;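 further: signal is peak over basal fluorescence ratio across a 100 second FLIPR read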
Target sequence (P37288 whole entry, looked up): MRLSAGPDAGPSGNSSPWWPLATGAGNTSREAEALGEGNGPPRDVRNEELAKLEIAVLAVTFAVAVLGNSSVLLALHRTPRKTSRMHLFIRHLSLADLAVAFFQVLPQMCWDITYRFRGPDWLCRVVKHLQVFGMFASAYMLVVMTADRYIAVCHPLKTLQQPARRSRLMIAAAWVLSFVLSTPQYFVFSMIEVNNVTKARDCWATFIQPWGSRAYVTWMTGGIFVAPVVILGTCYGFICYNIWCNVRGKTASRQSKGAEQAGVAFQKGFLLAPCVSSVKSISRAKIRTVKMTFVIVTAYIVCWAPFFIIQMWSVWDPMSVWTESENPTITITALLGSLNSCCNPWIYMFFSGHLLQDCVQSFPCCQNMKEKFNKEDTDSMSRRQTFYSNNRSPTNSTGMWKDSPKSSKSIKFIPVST
IMP-1 inh: IMP-1 metallo-beta-lactamase inhibitors, primary screen, biochemical, epi-absorbance readout, Pseudomonas aeruginosa enzyme; purified IMP-1, nitrocefin hydrolysis, epi-absorbance fluorescence; inhibition, % at 5.6 µM; actives 0.45% (n = 290,000); AID 1556, 2009;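 active means inhibition above the mean plus 3 SD of all compounds in the same screening run, cut at about 4.5% in these data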;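 further: 0% = IMP-1 with DMSO and 100% = DMSO wells lacking enzyme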
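assay system = purified recombinant IMP-1 metallo-beta-lactamase enzyme | schedule = 15 min preincubation plus 25 min reaction at 25 °C | signal = Epi-absorbance fluorescence, 480 nm excitation, 530 nm emission | read-out basis = percent inhibition from optical density relative to buffer-blank wells | controls = IMP-1 with DMSO as 0%, enzyme-free DMSO as 100%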
PHOSPHO1 block: PubChem AID 1565. Phosphoethanolamine/phosphocholine phosphatase (Homo sapiens), Q8TCT1. inhibition, % at 13.3 µM. actives 1.1% (n = 290,000). recombinant PHOSPHO1, absorbance phosphatase assay; in the data active means inhibition above about 60%
Target sequence (Q8TCT1 whole entry, looked up): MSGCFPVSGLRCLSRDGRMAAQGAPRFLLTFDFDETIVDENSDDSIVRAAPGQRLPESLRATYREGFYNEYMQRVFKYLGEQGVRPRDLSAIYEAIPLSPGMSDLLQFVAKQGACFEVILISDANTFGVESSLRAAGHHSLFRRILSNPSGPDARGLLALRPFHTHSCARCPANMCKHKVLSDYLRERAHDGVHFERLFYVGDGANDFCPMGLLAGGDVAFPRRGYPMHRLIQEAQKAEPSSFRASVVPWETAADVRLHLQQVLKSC
FID counter: compounds displacing fluorescent DNA intercalator, primary screen, artefact control for HCV NS3 helicase inhibitor project, biochemical, FID fluorescence. AID 1845, 2009. actives 0.17% (n = 290,000). inhibition, % at 7.9 µM. DNA fluorescent intercalator displacement; in the data active means inhibition above about 37%;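 further: 0% = vehicle and 100% = reference compound; higher means more ethidium bromide displaced from hairpin DNA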
GalR3 antagonist: GalR3 antagonists in HEK293 cells, primary screen, cell-based, fluorescence readout; Galanin receptor type 3 (Homo sapiens), O60755; HEK293 GalR3-CNG cAMP membrane potential fluorescence; galR3 body fused to GalR1 C-terminus; inhibition, % at 3 µM; actives 0.44% (n = 360,000);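 active means inhibition above the screen-wide average plus 3 SD, cut at about 13% in these data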;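 further: forskolin and galanin both at EC90 stimulate the cells; cAMP rise reported by CNG channel membrane potential dye signal; 0% = forskolin plus galanin with DMSO and 100% = forskolin alone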
VIM-2 inh: VIM-2 metallo-beta-lactamase inhibitors, primary screen, biochemical, epi-absorbance readout, Pseudomonas aeruginosa enzyme; purified VIM-2, nitrocefin hydrolysis, epi-absorbance fluorescence; inhibition, % at 5.6 µM; actives 0.89% (n = 290,000);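 active means inhibition above the mean of all tested compounds plus 3 SD, cutoff set per screening run, cut at about 7.5% in these data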;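 further: red hydrolysis product quenches plate fluorescence so inhibitors raise well fluorescence; 0% = enzyme with DMSO and 100% = DMSO without enzyme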
OXTR ag: human OXTR agonists, primary screen, fluorescence, CHO-OTR cells, Fluo-8 calcium | activation, % at 3 µM | AID 2435, 2010 | Fluo-8 calcium fluorescence; normalized: DMSO 0%, oxytocin 100% | actives 0.32% (n = 320,000) | Oxytocin receptor (Homo sapiens), P30559;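 active means activation above the mean of all tested compounds plus 3 SD, cutoff set per screening run, cut at about 20% in these data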;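 further: peak over basal fluorescence ratio from a 100 s FLIPR kinetic read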
Target sequence (P30559 whole entry, looked up): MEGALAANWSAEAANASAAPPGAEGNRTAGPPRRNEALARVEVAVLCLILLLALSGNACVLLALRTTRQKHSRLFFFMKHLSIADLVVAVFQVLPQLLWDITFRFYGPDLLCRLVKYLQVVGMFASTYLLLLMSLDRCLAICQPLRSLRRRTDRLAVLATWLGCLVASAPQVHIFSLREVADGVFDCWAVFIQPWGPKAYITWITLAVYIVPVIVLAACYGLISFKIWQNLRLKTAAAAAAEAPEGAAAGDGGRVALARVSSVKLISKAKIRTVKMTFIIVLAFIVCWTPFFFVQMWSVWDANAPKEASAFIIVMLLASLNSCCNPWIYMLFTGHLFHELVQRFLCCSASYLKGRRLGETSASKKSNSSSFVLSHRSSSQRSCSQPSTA
HCV NS3 hel inh: inhibitors of HCV NS3 helicase, primary screen, biochemical, Cy5 molecular beacon fluorescence. inhibition, % at 10.9 µM. NS3 helicase DNA unwinding. Hepatitis C virus NS3 helicase. actives 0.56% (n = 290,000);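 active means inhibition above the mean of all tested compounds plus 3 SD, set per campaign, cut at about 35% in these data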;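 further: 0% = DMSO wells and 100% = thioflavine S control wells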
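Assay system: hepatitis C virus NS3 helicase domain fragment enzyme. Also added: annealed dual-labelled DNA beacon duplex, ATP-started. Timing: 1 h reaction at 25 °C, ATP-initiated. Technique: Cy5 fluorescence at 0 and 60 min, beacon hairpin quenching. Evaluation: % inhibition of unwinding. Replication: one well per compound.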
* hit, by the source's call; / = no result given.

Fields: OXTR ag	GPR7 antagonist	V1aR counter	GalR3 antagonist	IMP-1 inh	VIM-2 inh	PHOSPHO1 block	FID counter	HCV NS3 hel inh
- C=CCN1CCN(c2ccncc2S(=O)(=O)N2CCCCC2)CC1
 : -0.1	12	0.4	0	-3.0	-3.1	-2	-6	-2
- COc1ccc(Nc2nc(C)nc3c2oc2ccccc23)c(OC)c1
 : -1.5	-11	0.4	-10	-2.8	1.2	15	-25	-14
- COC(=O)c1ccc(N=Cc2c(-c3ccccc3)[nH][nH]c2=O)cc1
 : 1.5	-3	0.6	8	-3.3	-0.8	11	-6	7
- CCc1sc(C(C2C(=O)CC(C)(C)CC2=O)C2C(=O)CC(C)(C)CC2=O)cc1[N+](=O)[O-]
 : 5.5	-1	1.5	-1	-1.3	-1.9	15	-16	59*
- Cc1ccc(NC(=O)COC(=O)c2cc(Cl)ccc2Cl)c(Br)c1
 : -1.5	-8	0.8	1	-2.5	-4.3	0	-3	3
- Cc1cc(NC(=O)CSc2nnc(CNC(=O)c3ccc(F)cc3)o2)no1
 : 0.0	-4	0.1	-2	-0.1	-2.2	33	-5	0
- CCOc1ccc(S(=O)(=O)NCc2ccc(C)cc2)c2cccnc12
 : -2.0	-1	-0.3	-6	-2.3	-0.9	0	-8	0
- CC(=O)NC1C(Oc2ccc(C)cc2)OC2COC(c3ccco3)OC2C1O (stereo not given)
 : 1.5	-9	0.6	-2	-3.1	-2.2	0	-3	0
- Cc1c(OCC(=O)N2CCC(C(=O)NCCCC(=O)O)CC2)ccc2c1oc(=O)c1ccccc12
 : 0.0	-13	0.1	-3	-0.5	6.4	48	-51	4
- O=C(COc1ccc(N2CC(C(=O)O)CC2=O)cc1)Nc1cccc(C(F)(F)F)c1 (stereo not given)
 : 1.0	-6	0.4	-4	-1.8	-3.2	10	-22	0
- COc1c(F)c(F)c(C(=O)O)c(Nc2cccc(C)c2)c1F
 : -0.3	-6	0.4	-3	-3.8	-4.8	-1	-26	30
- C=CCNC(=O)c1onc(CSc2ccccn2)c1C(=O)NCC=C
 : 0.3	/	2.1	-3	/	/	18	/	/
- CCC(=O)NC(c1ccc(Cl)cc1Cl)c1ccc2cccnc2c1O (stereo not given)
 : 0.4	-11	0.9	-2	-2.2	-2.6	14	-26	1
- COc1ccc(CCN2C(=O)CC(N3CCN(C/C=C/c4ccccc4)CC3)C2=O)cc1OC (stereo not given)
 : -1.5	0	1.3	-3	-1.2	-3.3	51	1	10
- CC1(C)CC(=O)c2cnc3c(C#N)cnn3c2C1
 : -0.2	8	0.7	-3	-1.0	-0.6	24	-5	-15

Continued; the last 2 above are carried over.
Fields: OXTR ag	GPR7 antagonist	V1aR counter	GalR3 antagonist	IMP-1 inh	VIM-2 inh	PHOSPHO1 block	FID counter	HCV NS3 hel inh
- COc1ccc(CCN2C(=O)CC(N3CCN(C/C=C/c4ccccc4)CC3)C2=O)cc1OC (stereo not given)
 : -1.5	0	1.3	-3	-1.2	-3.3	51	1	10
- CC1(C)CC(=O)c2cnc3c(C#N)cnn3c2C1
 : -0.2	8	0.7	-3	-1.0	-0.6	24	-5	-15
- Cn1cc(CNC(=O)COc2ccc(Cl)cc2Cl)cn1
 : 0.7	2	0.5	0	-0.9	-3.5	-8	-11	-4
- Cc1sc(NC(=S)NC(=O)c2cccs2)nc1-c1ccc(C(C)C)cc1
 : -0.2	1	0.1	-1	-1.1	-2.2	-4	-1	10
- CCOC(=O)CSc1nc2ccccc2c(=O)n1CCC(=O)NCCc1ccc(OC)c(OC)c1
 : 0.8	13	-0.1	-3	-0.4	-2.1	13	-2	-4
- COc1ccc(/C=C/C(=O)Nc2sc3c(c2C(=O)NCc2cccnc2)CCCC3)cc1
 : 0.1	-18	0.6	-3	0.4	-2.4	4	-1	0
- Cc1ccc2sc(NNC(=O)c3ccc4c(c3)OCCO4)nc2c1C
 : 4.5	4	6.3	-2	-1.4	-2.2	-4	-14	-6
- O=C(NCC1CCCCC1)c1ccccc1[N+](=O)[O-]
 : -0.4	-1	-0.4	-8	-3.7	-1.4	35	0	-6
- Cc1cc(NC(=O)CN2C(=O)NC(C)(c3ccc(OC(F)F)cc3)C2=O)no1 (stereo not given)
 : 14	50*	14	1	0.7	-1.5	15	-6	7
- CCC(c1nnnn1C1CCCC1)N(Cc1cccs1)Cc1cc2cc(C)ccc2[nH]c1=O (stereo not given)
 : -1.1	-2	0.0	2	-2.1	-3.0	-12	-3	4
- O=C(NC(=S)N1CCN(Cc2ccc3c(c2)OCO3)CC1)c1ccc(Cl)cc1
 : -1.7	11	-0.7	-2	-3.8	-2.1	-6	-14	-9
- Cn1nc(-c2ccc(OCC(=O)Nc3ccccc3)cc2)c2ccccc2c1=O
 : 4.4	-2	6.9	-5	-2.9	9.3*	2	-17	0
- Cn1c(C2CCCCC2)nc2cc(N)ccc21
 : -0.2	-6	0.1	-6	0.4	1.4	30	3	7
- O=C(O)C(c1ccccc1)N1C(=O)/C(=C\c2ccc(O)c(O)c2)SC1=S (stereo not given)
 : 19	2	14	-10	-4.4	31*	34	-9	-10
- CC(C)(C)C(=O)NCCN1C(=O)S/C(=C\c2ccc([N+](=O)[O-])cc2)C1=O
 : 5.8	-8	8.3	-2	0.2	1.5	-15	-10	-7
- COCc1c(C(=O)N/N=C\c2ccccn2)nnn1-c1nonc1N
 : 0.9	0	1.5	-9	-2.5	-2.4	19	-6	-10
- CCOc1cc(/C=N/Nc2nc(N3CCCC3)nc(N3CCCC3)n2)ccc1O
 : -0.7	-1	0.2	1	-3.0	-1.9	-6	-21	-7
- O=C(Nc1c(C(=O)N2CCOCC2)oc2ccccc12)c1ccccc1Cl
 : -0.7	13	1.6	1	2.2	0.1	17	-25	4
- Cc1ccc(-c2n[nH]c(=S)c3ccccc23)cc1S(=O)(=O)NCC1CCCO1 (stereo not given)
 : 4.8	5	4.9	-5	-2.0	-1.3	-107	-27	-7
- Cc1ccccc1N=Nc1c(O)n(C)c2ccccc12
 : 1.0	-8	-0.1	-10	-3.8	-1.7	/	0	5
- O[C@@H]1C2CCCC1[C@]1(O)CCCCC1C2 (stereo not given in full)
 : 0.5	4	1.1	-4	-0.4	-2.6	2	0	6
- COc1ccccc1C1CCN(C(=S)Nc2ccc(Br)cc2)CC1
 : -1.2	-3	1.2	-10	-1.5	-1.6	-4	-7	-15
- CCOc1ccc(NC(=O)CS(=O)(=O)c2cn(CC)c3ccccc23)cc1
 : -1.9	-10	-1.1	/	-2.4	-1.6	-10	-16	-8
- Cc1nnn(C23CC4CC(CC(CC(=O)Nc5ccc(C)c(C)c5)(C4)C2)C3)n1
 : -2.1	-1	0.7	-3	-2.4	-3.2	-7	-41	-17
- N#C/C(=C\Nc1ccccn1)S(=O)(=O)c1ccc(Cl)cc1
 : 0.4	-9	2.8	-6	-2.4	-1.2	36	-2	3
- O=C(C1CC1)N1CCc2cc(S(=O)(=O)N3CCCc4ccccc43)ccc21
 : 2.6	-12	0.9	-3	-1.6	-0.9	36	2	-10
- COCCOCC(=O)Nc1ccc(S(=O)(=O)Nc2cc(C)nc(C)n2)cc1
 : 0.3	-15	-1.0	-9	-3.7	-3.8	40	1	-3
- O=C(C1CCN(c2nnc(-n3cccc3)s2)CC1)N1CCc2ccccc2C1
 : -0.9	0	0.9	-1	-3.6	-1.1	29	-31	-9
- c1ccc(N2CCN(CCc3nnc4n3CCCCC4)CC2)cc1
 : -0.3	0	-0.6	-1	-0.6	-0.6	4	-1	7
- O=C(N=C1c2ccccc2CN1c1cccc(Cl)c1)c1cccnc1
 : -0.5	-6	-0.4	-6	-4.4	-2.3	-13	0	-5
- O=C1C2CC=CCC2C(=O)N1c1cccc(OS(=O)(=O)c2ccc3ccccc3c2)c1 (stereo not given)
 : 2.1	-1	4.6	-5	-4.8	-4.1	14	-6	-7
- CCOC(=O)CC(=O)NC1(Cc2ccc(O)cc2)CCCCC1
 : 1.7	-2	1.6	-3	2.6	1.6	-7	-12	-1
- OCCn1nc(-c2ccccc2)cc1-c1ccccc1
 : -0.4	-4	-0.3	-5	-1.9	-2.5	19	-18	-9
- COCCn1c(=S)[nH]c2cc(C(=O)N3CCc4ccccc43)ccc2c1=O
 : 12	-9	7.9	-4	-5.1	-4.1	25	-7	-2
- COc1ccc(-c2[nH]ncc2-c2ccc(Cl)cc2)c(O)c1
 : -0.1	-5	0.5	-4	-3.2	-2.5	21	-3	-18
- CCN=C1NN=C(c2cc(C)n(Cc3ccco3)c2C)CS1
 : -1.3	9	-0.1	-2	-0.2	-3.0	-6	-19	29
- COc1cccc(OCc2cc(C(=O)N3CCCC3c3ccccn3)no2)c1 (stereo not given)
 : 1.4	-13	6.5	0	-1.2	1.7	4	-33	-3
- N#Cc1c(N)[nH]c(=S)c(C#N)c1-c1ccccc1
 : 2.3	-9	0.2	51*	-1.6	-0.8	96*	0	0
- COc1ccccc1-c1c(C)oc2cc(OC(=O)c3ccco3)ccc2c1=O
 : 4.5	2	5.0	-4	-1.6	0.0	4	-12	-1
- COC(=O)c1ccccc1NC(=O)CSc1nnnn1-c1ccc(C)cc1C
 : 0.4	12	-0.1	-2	-1.5	-0.5	6	-4	-5
- CNC[C@H](CC1CCCCC1)NC[C@H](NCCC1CCCC1)[C@H](C)O
 : 3.5	18	2.3	-7	0.6	2.1	5	20	-20
- CCOc1nc2ccccc2nc1NS(=O)(=O)c1ccccc1
 : -1.5	-15	0.3	0	0.8	-1.8	-14	-10	8
- O=C(NCCCc1ccccc1)c1cc(COc2c(F)cccc2F)on1
 : -1.0	-7	0.8	-10	0.6	1.8	32	-21	10
- N#Cc1ccc(CSc2nnc(-c3cnccn3)o2)cc1
 : -0.5	-13	-0.6	-3	-1.7	0.1	-14	6	2
- CCc1ccccc1NC(=O)c1ccc2c(O)c(S(=O)(=O)c3ccc(OC)cc3)c(=O)[nH]c2c1
 : 0.5	8	0.2	6	-1.0	0.9	58	-23	-1
- CCCCNC(=O)CC1NCCNC1=O (stereo not given)
 : -1.1	-8	0.1	-4	-1.9	-0.9	56	-6	-19
- C=CCN(C(=O)CCC(=O)Nc1cc(C)on1)C(C(=O)NC(C)(C)CC)c1cccc(OC)c1OC (stereo not given)
 : -0.8	-14	-0.9	-10	0.5	1.6	51	-50	-7
- COc1ccc(C2(C(=O)Nc3ccc(OC)cc3OC)CCCC2)cc1
 : -2.3	-9	0.9	-3	-2.3	-0.3	22	-21	7
- COc1cc(OC)c(S(=O)(=O)Nc2ccccc2N2CCCCC2)cc1NC(C)=O
 : 2.6	-11	0.9	-9	-1.8	-0.6	43	-15	-11
